High-throughput results (PubChem)
ABHD5-PLIN5 inh – ABHD5-PLIN5 protein interaction inhibition; Q00G26+Q8WTS1; Split G. princeps luciferase complementation, luminescence, 4 h; inhibition, % at 4 µM; hit rate 0.78% among 360,000; AID 602281;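 active = inhibition above the mean inhibition across every tested compound plus 3 SD, cut at about 22% in these data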;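 note: 0% = DMSO only wells and the 100% control is not disclosed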
Cardio protect – protects H9c2 cardiomyocytes from peroxide injury; H2O2 injury protection, ATPLite, 2 h; protection from H2O2 cell death, % at 20 µM; hit rate 0.63% among 360,000; AID 588492;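 active = compounds giving at least 50% protection of heart cells from peroxide-induced death in the single-dose screen, raw or plate-pattern-corrected value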;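 note: 0% = DMSO wells with peroxide and 100% = DMSO wells without peroxide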
MC4R barr agon – human MC4R agonism via beta-arrestin; U2OS MC4R beta-arrestin complementation, luminescence; percent of melanotan II response, DMSO zero; P32245; hit rate 0.98% among 360,000; activation, % at 8.9 µM; AID 540308;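 active = activation above a per-plate cutoff, the mean activation of sample wells on that plate plus 3 SD, cut at about 8% in these data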
NOD2-RIPK2 inh – inhibitors of human NOD2-RIPK2 interaction | O43353 | CHO BLA complementation NOD2-RIPK2, CCF4 ratio | inhibition, % at 4.98 µM | hit rate 0.38% among 360,000 | AID 624267; in the data active = inhibition above about 21%;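 note: 0% = vehicle only and 100% = reference blocker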
SRC2 inh – inhibits human steroid receptor coactivator 2; inhibition, % at 9 µM; HEK293 GAL4-SRC2 luciferase reporter, luminescence; hit rate 0.17% among 370,000;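 active = inhibition above the mean inhibition of all tested compounds plus 3 SD, set per campaign, cut at about 52% in these data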;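 note: 0% = DMSO treated cells and 100% = cells given Gossypol at 36 µM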
HTR2A ag – activates the mouse 5-HT2A serotonin receptor; P35363; CHO-K1 mHTR2A beta-arrestin complementation, luminescence; percent of 30 µM serotonin response; activation, % at 7.6 µM; hit rate 0.66% among 360,000;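 active = activation above a run cutoff, the mean activation of all tested compounds plus 3 SD, cut at about 14% in these data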;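 note: 0% = plate median of compound wells and 100% = 30 µM serotonin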
TLR9-MyD88 inh – TLR9-MyD88 interaction inhibition; inhibition, % at 4.98 µM; Q9NR96+Q99836; hit rate 0.21% among 340,000; CHO BLA complementation TLR9-MyD88, CCF4 FRET ratio;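 active = inhibition above the mean over all tested compounds plus 3 SD, cut at about 21% in these data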;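 note: 0% = DMSO only wells and 100% = clavulanate BLA inhibitor control wells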
Target sequence (Q99836 whole entry, looked up): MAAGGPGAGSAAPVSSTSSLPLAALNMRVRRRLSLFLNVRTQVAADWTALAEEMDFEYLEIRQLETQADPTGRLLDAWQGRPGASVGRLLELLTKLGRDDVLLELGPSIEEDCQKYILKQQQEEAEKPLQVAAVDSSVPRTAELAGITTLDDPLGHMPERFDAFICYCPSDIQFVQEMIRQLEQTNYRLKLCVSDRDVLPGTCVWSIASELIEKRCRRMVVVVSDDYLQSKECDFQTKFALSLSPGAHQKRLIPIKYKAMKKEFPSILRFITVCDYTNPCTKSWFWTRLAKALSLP
Target sequence (Q9NR96 whole entry, looked up): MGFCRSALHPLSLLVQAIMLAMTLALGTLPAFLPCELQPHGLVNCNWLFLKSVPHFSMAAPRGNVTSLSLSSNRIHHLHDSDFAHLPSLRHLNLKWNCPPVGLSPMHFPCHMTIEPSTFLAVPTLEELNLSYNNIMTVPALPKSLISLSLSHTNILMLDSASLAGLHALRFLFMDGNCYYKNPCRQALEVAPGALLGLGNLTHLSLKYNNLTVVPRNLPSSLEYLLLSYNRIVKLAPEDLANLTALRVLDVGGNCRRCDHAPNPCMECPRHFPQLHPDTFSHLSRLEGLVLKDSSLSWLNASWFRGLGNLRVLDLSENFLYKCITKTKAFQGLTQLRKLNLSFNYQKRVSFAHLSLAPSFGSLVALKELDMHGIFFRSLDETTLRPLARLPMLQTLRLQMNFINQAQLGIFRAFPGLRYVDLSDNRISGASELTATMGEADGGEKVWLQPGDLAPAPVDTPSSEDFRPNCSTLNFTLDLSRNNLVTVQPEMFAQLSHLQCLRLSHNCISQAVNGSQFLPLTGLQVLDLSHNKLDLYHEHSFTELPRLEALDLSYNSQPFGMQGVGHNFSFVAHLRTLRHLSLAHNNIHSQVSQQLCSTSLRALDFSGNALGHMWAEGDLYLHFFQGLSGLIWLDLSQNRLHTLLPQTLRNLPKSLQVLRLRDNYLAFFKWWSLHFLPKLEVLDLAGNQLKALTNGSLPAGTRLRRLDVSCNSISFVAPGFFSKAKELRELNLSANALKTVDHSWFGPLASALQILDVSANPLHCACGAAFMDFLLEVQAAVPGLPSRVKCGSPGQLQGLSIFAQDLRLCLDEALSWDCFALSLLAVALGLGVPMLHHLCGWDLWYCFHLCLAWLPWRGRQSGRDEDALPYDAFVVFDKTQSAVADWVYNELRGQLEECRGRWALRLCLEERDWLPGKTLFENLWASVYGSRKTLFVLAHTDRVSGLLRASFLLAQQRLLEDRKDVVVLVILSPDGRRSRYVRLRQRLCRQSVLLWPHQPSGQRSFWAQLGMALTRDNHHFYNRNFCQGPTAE
ABCB6 inh 2 – inhibitors of human ABC transporter ABCB6; fluorescence ratio to DMSO, % at 10 µM; K562-ABCB6 porphyrin accumulation, flow cytometry, 1 h; hits give low values; Q9NP58; hit rate 0.19% among 360,000;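 active = fluorescence ratio to DMSO below 75%, the collection mean minus 3 SD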;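 note: signal is porphyrin accumulated inside mitochondria; 100% equals median channel fluorescence of DMSO control wells; lower ratio means ABCB6 inhibition with less porphyrin fluorescence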
Glyco luc inh – N-linked glycosylation inhibition; D54 ERlucT glycosylation luciferase reporter, 24 h; percent of 100 nM tunicamycin response; AID 588692; hit rate 0.23% among 360,000; reporter increase, % at 12.5 µM;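 active = mean luciferase reporter signal, scaled so untreated is 0 and the glycosylation-blocking control 100, at or above a set limit in every replicate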;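 note: luciferase carries N-glycosylation sites so blocking glycosylation raises the light; 0% = median of neutral control wells and 100% = median of 100 nM tunicamycin wells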
MC4R antag cAMP – blocks human MC4R cAMP signaling | P32245 | MC4R-expressing cells, MTII-stimulated cAMP, LANCE TR-FRET | inhibition, % at 6.5 µM | hit rate 0.48% among 360,000;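 active = inhibition above its plate's cutoff, the mean of tested wells on that plate plus 3 SD, cut at about 29% in these data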;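 note: 0% = Melanotan II alone and 100% = Melanotan II plus saturating MCL0020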
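Assay system: human MC4R-expressing U2OS cells; reagent: Melanotan II stimulation of cells; dosing: 6.5 µM single dose; timing: compound 30 min, challenge 1 h, detection 1 h; signal: TR-FRET cAMP assay; replicates: one well per compound, no replicates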
An asterisk follows results filed as active; · = no result given. Some of the compounds tested (hit frequency here may not be typical).

SMILES | ABHD5-PLIN5 inh | Cardio protect | MC4R barr agon | NOD2-RIPK2 inh | SRC2 inh | HTR2A ag | TLR9-MyD88 inh | ABCB6 inh 2 | Glyco luc inh | MC4R antag cAMP
Cc1cc(C)c(S(=O)(=O)N2CCN(C(=O)C3CCCO3)CC2)c(C)c1 (stereo not given) | -1 | -8 | -2.7 | -13 | 26 | 1 | -2 | 99 | -1 | -2
COC(=O)C1=C(C)Nc2c(c(=O)n(C)c(=O)n2C)C1c1ccc(C)cc1 (stereo not given) | 2 | 12 | -0.6 | 4 | 5 | 0 | 8 | 90 | 5 | 6
COc1ccc(NC(=O)CCn2c(=O)c3cccn3c3ccccc32)cc1 | -1 | 16 | -0.7 | -11 | 5 | -1 | -4 | 95 | 0 | 17
CN(C)S(=O)(=O)n1cc(/C=C(\NC(=O)c2ccccc2)C(=O)N2CCCC2)c2ccccc21 | 2 | -3 | -0.8 | -2 | -8 | 4 | 3 | 99 | -1 | 3
O=C(O)CN1C(c2ccccc2)=Nc2ccc(Br)cc2C1c1ccccc1 (stereo not given) | 6 | 3 | -2.6 | -5 | 21 | 3 | 4 | 101 | 0 | 17
CCn1c(C)c(CCC(=O)O)c(=O)n2nc(-c3ccccc3OC)cc12 | 5 | -6 | 2.6 | 5 | -8 | 6 | 1 | 109 | 2 | 2
NC(=O)CSc1ccc(F)cc1 | -3 | 6 | -3.6 | -4 | -3 | -2 | 10 | 103 | 2 | -4
N#C/C(=C/c1ccc([N+](=O)[O-])cc1)C(=O)Nc1ccccc1O | 2 | 29 | -0.1 | -16 | -14 | 4 | -12 | 97 | 1 | -2
COc1cc2ccccc2c2c1CCCC2=O | -6 | -1 | -0.8 | -2 | -18 | -4 | 6 | 110 | -1 | 5
O=C1OCCC1Sc1nc2cc(Cl)ccc2n1Cc1ccccc1 (stereo not given) | -6 | -15 | -2.1 | -2 | 16 | -4 | -11 | 95 | 0 | 48*
COC(=O)c1ccc(Cl)cc1NC(=O)/C=C/c1ccc(C)o1 | 0 | -2 | -1.3 | 14 | -14 | 2 | 4 | 105 | 0 | 4
O=C(Nc1ccc2c(c1)OCO2)N1CCN(S(=O)(=O)c2ccc(Cl)cc2)CC1 | -7 | 2 | -0.4 | -4 | -5 | 0 | 0 | 99 | 1 | 6
CCOC(=O)[C@]12CCCC=C1N(Cc1ccco1)C(=O)[C@H](CC(=O)N1CCCCC1)C2 | 2 | · | · | -11 | -22 | 4 | · | 100 | · | ·
Cc1ccc(NC(=O)CSCC(=O)N=c2sccn2C)cc1 | 5 | 2 | 0.5 | 2 | 10 | 1 | -13 | 104 | 2 | 7
CC1(c2nnc(-c3ccncc3)o2)CC(c2cccnc2)=NO1 (stereo not given) | -10 | 2 | -0.3 | 0 | 7 | -6 | -4 | 100 | 3 | 1
COc1ccc(C)cc1S(=O)(=O)Nc1ccc(-n2c(C)nc3ccccc3c2=O)cc1 | 13 | 9 | 1.4 | -15 | 7 | 1 | -14 | 100 | -4 | 4
CCn1cc(CN2CCCC(C(=O)Nc3cccc(-c4cc5ccccc5[nH]4)c3)C2)cn1 (stereo not given) | 2 | 4 | 0.0 | -8 | 3 | -6 | -5 | 103 | 0 | 3
C[C@@H]1CN([C@@H](C)CO)C(=O)c2cc(Br)cnc2O[C@H]1CN(C)C(=O)CN1CCOCC1 | 6 | 0 | 0.0 | 4 | -3 | -3 | 3 | 103 | 2 | 7
c1ccc(OCc2nn3c(-c4ccco4)nnc3s2)cc1 | 0 | 34 | -1.1 | 1 | 9 | -5 | 0 | 101 | 0 | 4
Cc1ccc(NC(=S)NCCc2ccc(F)cc2)c(C)c1 | -1 | -3 | 3.1 | -3 | -15 | 2 | -5 | 103 | 0 | 21
Fc1cccc(Cc2noc(CN3CCCCC3c3ccccn3)n2)c1 (stereo not given) | -1 | -6 | 0.9 | -3 | 7 | -3 | 6 | 98 | 3 | -8
Cc1csc2nc(CNC(=O)C3CCCCC3)cn12 | 11 | 9 | -0.2 | -5 | -14 | 6 | -6 | 98 | 1 | 4
O=C(Nc1ccc2c(c1)OCCO2)C(c1ccncc1)n1c(=O)c(-c2cc3ccccc3[nH]2)nc2ccccc21 (stereo not given) | 6 | · | · | 34* | -29 | 5 | · | · | · | ·
O=C(c1nsc(Cl)c1Cl)N1CCCCC1 | -6 | -4 | 0.2 | 2 | 12 | -4 | -8 | 76 | 3 | 1
CCCCNc1ccc(C(F)(F)F)cc1S(=O)(=O)NCCc1ccc(F)cc1 | -12 | -24 | 0.3 | -14 | 11 | -10 | -6 | 97 | -6 | 6
COC(=O)c1cnn(-c2ccccc2)c1/C=N/NC(=S)Nc1ccccc1 | -1 | 4 | 1.6 | -4 | -3 | 0 | · | 98 | -4 | 9
CCOc1cc(CN2CCN(c3cccc(C(F)(F)F)c3)CC2)ccc1O | 1 | -5 | 0.3 | 1 | 7 | 0 | 2 | 100 | 1 | -4
CCCCc1cc(=O)oc2cc(C)cc(O)c12 | -1 | -12 | 2.0 | 3 | -1 | -6 | 8 | 95 | -1 | 4
COC(=O)c1ccccc1NC(=S)N(Cc1ccc2c(c1)OCO2)Cc1cc2ccc(C)cc2[nH]c1=O | -5 | -8 | 0.9 | -11 | 4 | 1 | -23 | 96 | -10 | 15
COCCn1c(SCCCC(=O)c2ccc(Br)cc2)nnc1-c1ccncc1 | 4 | -27 | -0.9 | -5 | 14 | 0 | -2 | 95 | 1 | 2
COc1ccc(N2CCN(C(=O)CN=C3NS(=O)(=O)C(c4ccc(C)cc4)=C3C)CC2)cc1 | 3 | 0 | -0.4 | 4 | 2 | -3 | -7 | 97 | -1 | 7
CCOC(=O)c1cnc(Nc2nc3ccccc3o2)nc1CSC(=S)N1CCCCC1 | -1 | 9 | -0.8 | -2 | -36 | -3 | -3 | 92 | -6 | 11
CC(=O)Nc1ccccc1C(=O)C(=O)Nc1ccc(C)c(C)c1 | 0 | 1 | -3.0 | 5 | -34 | 4 | 5 | 102 | 2 | 3
C=CCNC(=S)NN=C1CCC(c2ccccc2)CC1 (stereo not given) | -7 | -4 | 0.1 | -4 | -2 | -7 | -7 | 95 | 0 | -6
NNC(=O)/C(=N/Nc1ccccc1)S(=O)(=O)c1ccc(Cl)cc1 | 3 | 24 | -1.8 | -4 | 22 | 0 | -10 | 101 | 0 | 11
Cc1ccc(C(C(=O)NC2CCCC2)N(Cc2ccccc2)C(=O)c2csnn2)o1 (stereo not given) | -5 | 7 | -1.4 | -4 | 11 | 13 | -3 | 88 | -2 | -3
Cc1nnc(NC(=O)C23CC4CC(C)(CC(C)(C4)C2)C3)s1 | 1 | -3 | -0.5 | 5 | -8 | 3 | -3 | 103 | 1 | 10
CC1CCc2c(sc(NC(=O)Cn3cnc([N+](=O)[O-])n3)c2C(N)=O)C1 (stereo not given) | 0 | -10 | -3.0 | 6 | -10 | -2 | 1 | 106 | 1 | 2
Cc1cc(O)c(C(C)C)cc1NC(=O)c1ccccc1Cl | 1 | -2 | -0.5 | 3 | 1 | 1 | -3 | 99 | 2 | 4
CCOC(=O)C[C@@H](C#N)NC(=O)[C@@H]1CCCN1C(=O)[C@@H](NC(=O)c1ccc(N)c(Cl)c1)C(C)(C)C | -4 | 14 | -0.2 | 1 | 2 | 3 | · | 99 | 2 | 17
COc1cccc(NC(=O)CSc2nc3c(c(=O)n2C)SC(C)C3)c1 (stereo not given) | 3 | 4 | -0.8 | 10 | -3 | 8 | -2 | 102 | 1 | -1
COc1cc2c(cc1OC)C(c1c(-c3c(Cl)cccc3Cl)noc1C)=NCC2 | -4 | 2 | -0.9 | -1 | -12 | -3 | -2 | 107 | -1 | 8
COc1cc(/C=C/C(=O)O)cc(S(=O)(=O)NCc2ccc3c(c2)OCO3)c1OC | 2 | -5 | -3.0 | -7 | 4 | 0 | 21* | 92 | 2 | 0
CC1CCN(C(=O)CSc2nnc(-c3cccs3)o2)CC1 | -7 | 5 | -0.5 | -6 | -3 | -4 | -2 | 94 | 1 | 3
O=C(NCCCN1CCOCC1)C1CCC(=O)N1CCc1ccccc1 (stereo not given) | -1 | 12 | 0.5 | -8 | 0 | -4 | -8 | 100 | 2 | 9
O=C(Nc1cccc2c1C(=O)NC2=O)c1ccc(N2C(=O)CCC2=O)cc1 | 0 | 6 | -2.5 | -1 | 8 | 10 | -2 | 101 | 2 | -5
O=C(Nc1cccc2c1CCCC2)c1ccc(Br)o1 | 1 | 13 | 2.0 | 0 | -2 | 1 | 3 | 105 | 0 | 10
CC(C)n1nnnc1C1c2ccccc2C(=O)N1Cc1ccco1 (stereo not given) | 0 | · | · | -21 | -2 | 0 | · | 104 | · | ·
CCNC(=O)/C(C#N)=C/c1c(N2CCN(c3ccccc3)CC2)nc2ccccn2c1=O | 2 | 6 | -1.4 | -1 | -85 | -4 | 0 | 100 | 4 | 7
O=C(O)c1ccc(-n2nnnc2Oc2ccccc2C(=O)N2CCOCC2)cc1 | -2 | 2 | -0.1 | 11 | -25 | 3 | 8 | 91 | 1 | 10

Structures above printed as active in NOD2-RIPK2 inh:
mol | ABHD5-PLIN5 inh | MC4R barr agon | NOD2-RIPK2 inh | SRC2 inh | HTR2A ag | TLR9-MyD88 inh | ABCB6 inh 2 | Glyco luc inh | MC4R antag cAMP
O=C(Nc1ccc2c(c1)OCCO2)C(c1ccncc1)n1c(=O)c(-c2cc3ccccc3[nH]2)nc2ccccc21 (stereo not given) | 6 | · | 34* | -29 | 5 | · | · | · | ·

Other compounds follow:
SMILES | ABHD5-PLIN5 inh | Cardio protect | MC4R barr agon | NOD2-RIPK2 inh | SRC2 inh | HTR2A ag | TLR9-MyD88 inh | ABCB6 inh 2 | Glyco luc inh | MC4R antag cAMP
CC(=O)C1=C(O)C(=O)N(c2cccnc2)C1c1ccc(Cl)cc1 (stereo not given) | -6 | -1 | 0.6 | 3 | -7 | 2 | -5 | 94 | 2 | -1
Cc1cc(C(=O)COc2ccccc2Cl)c(C)n1-c1ccc2c(c1)OCO2 | -5 | -11 | -1.1 | -19 | -14 | -6 | -4 | 97 | -11 | 4
Cc1cccc(-n2c(O)c(C=Nc3cccc(O)c3)c3ccccc3c2=O)n1 | -3 | 3 | -1.7 | 7 | 1 | 0 | 4 | 96 | 4 | -3
COc1ccc(NC(=O)C2CCC(N3C(=O)C4C5C=CC(C5)C4C3=O)CC2)cc1 (stereo not given) | 0 | -3 | 1.0 | -3 | 6 | -1 | -4 | 101 | -1 | 11
CCN(CC)S(=O)(=O)c1cccc(N2CC(O)=C(c3ccccc3)C2=N)c1 | -4 | 1 | 0.6 | 5 | -9 | 5 | 2 | 97 | -1 | 1
COc1ccc(NC(=O)c2cnn(-c3ccccc3)c2C)cc1OC | 4 | -5 | -1.4 | 5 | -23 | 1 | -1 | 95 | 0 | 0
CCOC(=O)c1ccc(NC(=O)CCNC(=O)c2ccc([N+](=O)[O-])cc2)cc1 | -1 | 5 | 2.6 | 6 | -20 | 1 | 6 | 99 | 4 | 2
CN(C)S(=O)(=O)c1cccc(NC(=O)COC(=O)c2ccc3ccccc3n2)c1 | 9 | -3 | -3.0 | 11 | -11 | 3 | 7 | 98 | 4 | 4
